BAZ2B block: qHTS Assay for Inhibitors of BAZ2B | Bromodomain adjacent to zinc finger domain protein 2B (Homo sapiens), Q9UIF8 | AlphaScreen BAZ2B-H3K14Ac peptide displacement | Potency, µM (highest dose often 114 µM), without a hit: at the top dose activity change, negative = inhibition, hits mostly inhibitors | 360,000 compounds, 4.4% hits | AID 504333, 2011; also: potency is read from the fitted curve at half-maximal effect; % is scaled to controls: 0 for no effect and ±100 for the full control effect; nearly all actives have a fitted effect of over 60% in size
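Compounds, titrated to a top concentration of 110 uM, were incubated 30 min at room temperature with preformed BAZ2B/acetyl-K14 H3 peptide complex (50 nM each). Proximity signal was measured by AlphaScreen after 20 min with beads.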
HP1b chromo inh: HTS for Inhibitors of HP1-beta Chromodomain Interactions with Methylated Histone Tails | Chromobox protein homolog 1 (Homo sapiens), P83916 | AlphaScreen HP1-beta / biotin-H3K9me3 peptide binding | Potency, µM (highest dose often 114 µM), inactives show at the top dose activity change, negative = inhibition, actives largely listed as inhibitors | 390,000 compounds, 0.56% hits; also: potency is read from the fitted curve at half-maximal effect; nearly all actives have a fitted effect of over 70% in size; inactives centre near 23
Target sequence (P83916 whole entry, looked up): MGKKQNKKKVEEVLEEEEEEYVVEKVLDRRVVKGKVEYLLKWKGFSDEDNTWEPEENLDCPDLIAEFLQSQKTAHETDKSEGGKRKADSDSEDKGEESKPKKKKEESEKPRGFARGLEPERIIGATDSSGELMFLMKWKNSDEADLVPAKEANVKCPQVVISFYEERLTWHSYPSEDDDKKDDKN
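Compound inhibition of the preformed complex between 50 nM HP1-beta and 50 nM biotinylated H3K9me3 peptide was read by AlphaScreen. Buffer was PBS pH 7.4 with 0.01% Tween-20. Incubations ran 30 min at room temperature, with 10 ug/mL donor/acceptor beads.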
ERG-DNA inh: qHTS for Small Molecule Inhibitors of the ERG Ets/DNA interaction. Transcriptional regulator ERG (Homo sapiens), P11308. fluorescence polarization, His-ERG Ets domain / labelled DNA. Potency, µM (top dose mostly 76.9 µM), for inactives: at the highest dose FP activity, negative = inhibition, actives largely listed as inhibitors. 370,000 compounds, 0.028% hits. AID 624246, 2012; active = well fitted inhibition curve with a large enough effect in the polarisation, with a control signal flat; inconclusive = small, poorly fitted or top-dose-only effect, or effect the other way, or a change in a side signal; inactive = no such curve, though single readings can be large or run the other way; the % refers to the polarisation;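 also: polarization taken with two DNA probes labelled with fluorescein and Texas red; potency is read from the fitted curve at half-maximal effect; % of control where 0% means no effect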
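His-tagged ERG Ets domain (1 uM in the protein solution; 300mM KCl, 50mM Tris-HCl, 1mM EDTA, 1mM DTT, pH 7.5) received compound, then a probe mix of 5 nM fluorescein-DNA and 100nM Texas-615-DNA. Fluorescence polarization was read for both dyes.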
GLS inh: qHTS for Inhibitors of Glutaminase (GLS). 410,000 compounds, 0.21% hits. GLS enzymatic activity, qHTS titration. Potency, µM (titrated, usually from 45.5 µM), for the others: at the top dose activity change, negative = inhibition, actives largely listed as inhibitors. Glutaminase kidney isoform, mitochondrial (Homo sapiens), O94925. AID 624170, 2012; also: potency is read from the fitted curve at half-maximal effect; % is scaled to controls: 0 for no effect and ±100 for the full control effect
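hKGA in 45 mM KH2PO4 pH 8.2, 0.02% Tween-20 with pin-transferred compounds; 1 mM L-glutamine (stock) plus glutamate oxidase/HRP/Amplex Red coupling added. Fluorescence read initially and after 30 min at RT.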
PI4K2A block: qHTS for small molecular inhibitors of PI4K2A | Phosphatidylinositol 4-kinase type 2-alpha (Homo sapiens), Q9BTU6 | purified PI4K2A, ADP-Glo luminescence, 1 h; active compounds read low | activity change, negative = inhibition, % at 76.9 µM | 420,000 compounds, 0.13% hits | AID 1346378, 2018; in the data active = activity change below about -50%; inconclusive = mostly about -30% to -49%;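 also: -100% = wells without enzyme as full effect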
Target sequence (Q9BTU6 whole entry, looked up): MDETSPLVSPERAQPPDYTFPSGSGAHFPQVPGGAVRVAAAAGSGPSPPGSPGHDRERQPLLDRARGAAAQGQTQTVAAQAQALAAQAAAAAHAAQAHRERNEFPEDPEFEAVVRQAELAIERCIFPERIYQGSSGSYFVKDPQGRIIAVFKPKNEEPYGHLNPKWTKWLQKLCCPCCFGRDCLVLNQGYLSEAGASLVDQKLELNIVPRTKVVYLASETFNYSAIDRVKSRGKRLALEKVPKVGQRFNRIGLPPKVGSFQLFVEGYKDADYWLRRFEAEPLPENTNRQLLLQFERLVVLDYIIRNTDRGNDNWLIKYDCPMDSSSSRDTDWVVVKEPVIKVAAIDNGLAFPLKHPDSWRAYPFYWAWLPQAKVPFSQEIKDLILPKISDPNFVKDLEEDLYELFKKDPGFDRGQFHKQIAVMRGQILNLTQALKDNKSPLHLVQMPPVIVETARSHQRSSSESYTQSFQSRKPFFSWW
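In this quantitative HTS, ADP production by PI4K2A was quantified luminescently after 1 h at ambient temperature; 100 microM adenosine served as plate-quality control.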
G9a block: qHTS Assay for Inhibitors of Histone Lysine Methyltransferase G9a; G9a H3K9 monomethylation, AlphaScreen, 2 h; Potency, µM (doses to about 102 µM), inactives show at the highest dose activity, negative = inhibition, usual class: inhibitors; 350,000 compounds, 8.8% hits; also: potency is read from the fitted curve at half-maximal effect; % is scaled to controls: 0 for no effect and ±100 for the full control effect; nearly all actives have a fitted effect of over 75% in size
Target sequence (Q96KQ7 913-1193 limits assumed): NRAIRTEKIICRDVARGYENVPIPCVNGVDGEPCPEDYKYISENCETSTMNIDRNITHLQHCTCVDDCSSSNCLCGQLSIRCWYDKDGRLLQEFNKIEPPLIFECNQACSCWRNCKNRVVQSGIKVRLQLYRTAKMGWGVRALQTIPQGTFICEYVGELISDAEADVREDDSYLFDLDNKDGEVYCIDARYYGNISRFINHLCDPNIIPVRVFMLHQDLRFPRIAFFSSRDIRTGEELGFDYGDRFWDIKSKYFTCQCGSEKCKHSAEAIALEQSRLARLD
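G9a (20 nM) was preincubated 15 min with compound, then reacted 2 h at room temperature with 500 nM biotin-H3K9 peptide and 20 µM SAM. Monomethyl-H3K9 detected by AlphaScreen using anti-H3K9me1 antibody.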
Pin1 inhibitor: qHTS Assay to Find Inhibitors of Pin1 | 390,000 compounds, 0.009% hits | AID 504891, 2011 | Peptidyl-prolyl cis-trans isomerase NIMA-interacting 1 (Homo sapiens), Q13526 | Potency, µM (series often up to 115 µM), without a hit: at the top dose activity, negative = inhibition, usual class: inhibitors | Pin1 FP peptide displacement, HiFluor488, 10 min; active = well fitted inhibition curve with a large enough effect in the polarisation, with a control signal flat, not every such curve was filed as active; inconclusive = small, poorly fitted or top-dose-only effect, or effect the other way, or a change in a side signal; inactive = no such curve, though single readings can be large or run the other way; the % refers to the polarisation; also: potency is read from the fitted curve at half-maximal effect; % is scaled to controls: 0 for no effect and ±100 for the full control effect
Tb PGK inh: qHTS Assay to Find Inhibitors of Phosphoglycerate Kinase; PGK/GAPDH coupled, Kinase-Glo luminescence, 60 min; 380,000 compounds, 0.043% hits; AID 602233, 2012; Potency, µM (series often up to 57.5 µM), for inactives: at the top dose activity change, negative = inhibition, hits mostly inhibitors; Phosphoglycerate kinase, glycosomal (Trypanosoma brucei brucei), P07378; also: potency is read from the fitted curve at half-maximal effect; % is scaled to controls: 0 for no effect and ±100 for the full control effect; nearly all actives have a fitted effect of over 60% in size
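Recombinant glycosomal PGK reaction used 1,3-bisphosphoglycerate generated in-well by GAPDH (100nM final) in 100mM TEA pH 7.6, 5mM MgCl2, 0.01% Tween-20. After 60 minutes at room temperature, ATP was read by Kinase-Glo Plus luminescence end-point.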
JMJD2A Tudor inh: qHTS Assay for Inhibitors of JMJD2A-Tudor Domain; Lysine-specific demethylase 4A (Homo sapiens), O75164; AlphaScreen JMJD2A-Tudor / H3K4me3 peptide binding; Potency, µM (highest dose often 114 µM), without a hit: at the top dose activity change, negative = inhibition, hits mostly inhibitors; 390,000 compounds, 4.4% hits; also: potency is read from the fitted curve at half-maximal effect; % is scaled to controls: 0 for no effect and ±100 for the full control effect; nearly all actives have a fitted effect of over 50% in size
Active calls of the source: *; i = inactive; u = inconclusive; x = not tested or not shown; [ ] = another dose, or the depositor's remark. Unless noted, calls follow the shape of the dose curve; as a rule, active = well fitted curve in the direction sought with a large enough effect; inconclusive = small, poorly fitted or top-dose-only effect, or another doubt; inactive = no such curve, though single readings can be large; an effect the other way counts as inactive or inconclusive.

SMILES	BAZ2B block	HP1b chromo inh	ERG-DNA inh	GLS inh	PI4K2A block	G9a block	Pin1 inhibitor	Tb PGK inh	JMJD2A Tudor inh
CN1CCN(CCOc2ccc(Cl)c(Cl)c2)CC1	50µM*	16µM*	-2%	1%	4	10µM*	-11%	i	0.79µM*
S=C(Nc1cccc(Br)c1)N1CCn2cccc2C1c1cccnc1 (stereo unspecified)	u	-12%	2%	10%	10	50µM*	0%	2%	-26%
CCOCCn1c2ccccc2c2nc3ccccc3nc21	140%[activator]	226%[activator]	6%	-4%	-4	262%[activator]	-13%	-7%	134%[activator]
COc1ccc(OC)c(S(=O)(=O)Nc2ccc3c(c2)C(=O)OC3)c1	-1%	38%[activator]	1%	-1%	0	x	28%	2%	-2%
CC(=O)NC(C)C(=O)OCc1ccc(Cl)cc1Cl (stereo unspecified)	1%	23%	-14%	1%	-6	23%[59 µM]	2%	-2%	12%
Cc1ccccc1NC(=S)NCc1ccccc1	-11%	28%	4%	-3%	-3	-7%[59 µM]	4%	-5%	-19%
Cc1ccc(C)c(SCC(=O)NC(=O)NC2CCCC2)c1	28%	95%[activator]	7%	2%	-7	22%[12.7 µM]	-3%	0%	35%
CCN1C(=O)C(O)(CC(=O)c2cc(C)ccc2C)c2ccccc21 (stereo unspecified)	2%	14%	-1%	4%	1	-19%[2.33 µM]	7%	-3%	-10%
O=C(Nc1ccon1)c1cc2c(s1)CCCCCC2	8%	20%	3%	7%	1	-39%[59 µM]	7%	7%	-19%
Cc1ccc(C2C3=C(CC(C)(C)CC3=O)Nc3onc(C)c32)cc1 (stereo unspecified)	u	48%[activator]	-3%	10%	-5	-16%[59 µM]	0%	1%	3%
CSCCNC(=O)c1ccc2nc(Cc3ccccc3F)oc2c1	-29%	36%	-4%	4%	-1	51%[activator]	0%	4%	12%
Cn1c(CNC(=O)c2ccco2)nnc1SCC(=O)Nc1ccc(Cl)cc1	6%	37%	8%	-2%	-6	-20%	1%	-8%	-26%
CSc1ccc(-c2nc(O)c3cnccn23)cc1	-23%	20%	-7%	0%	-1	40µM*	18%	i	-10%
CCc1ccc(OCC(=O)Nc2ccc(-c3cc4ccccc4oc3=O)c(OC)c2)cc1	7%	47%[activator]	x	6%	2	13%[59 µM]	15%	-6%	1%
CC(/C=N/NC(=O)c1ccncc1)=C\c1ccccc1	10%	17%	x	0%	-3	x	-3%	-3%	-3%
CCOC(=O)C1=C(c2ccccc2)NC(=O)NC1c1ccc(N(C)C)cc1 (stereo unspecified)	-32%	-6%	x	8%	-4	u	-1%	x	u
CCOc1ccc(CCNC(=O)COC(=O)COc2cc(C)cc(C)c2)cc1OCC	0%	6%	-4%	5%	2	-6%[2.33 µM]	0%	-9%	-20%
Cc1cc(S(=O)(=O)N2CCN(C(=O)c3ccco3)CC2)ccc1F	5%	18%	1%	13%	-3	21%	-2%	-4%	-21%
COc1cccc(CNS(=O)(=O)c2cc(-c3cc(C)no3)ccc2C(C)C)c1	-12%	37%[activator]	2%	-1%	-1	71µM*	35%[activator]	1%	1%
COc1ccccc1NS(=O)(=O)c1ccc(C(=O)NCC(c2cccs2)N2CCOCC2)cc1 (stereo unspecified)	x	21%	-3%	8%	1	x	0%	-1%	-10%
COc1ccc(OC)c(C(=O)NC(CC(N)=O)c2ccc(NCCN3CCCCC3)c([N+](=O)[O-])c2)c1 (stereo unspecified)	-6%	49%[activator]	8%	-1%	-1	u	-6%	-5%	-17%
COc1ccccc1/C=C/C=C1N=C(/C=C/c2ccc(Cl)cc2)OC/1=O	u	u	5%	4%	-2	u	u	-5%	u
CCOC(=O)C1=C(CC)Nc2ccccc2N=C1NC(=O)c1ccc(OC)c(S(=O)(=O)N2CCCCC2C)c1 (stereo unspecified)	-10%	32%	10%	-7%	0	u	30%	-9%	-3%
CCCCNc1nc(Nc2ccc(C)c(Cl)c2)c2cnn(C)c2n1	-12%	33%[activator]	-3%	-7%	0	-8%[0.501 µM]	-1%	-3%	-26%
CN(C)c1ccc(C(=S)N2CCCCCC2)cc1	u	-26%	5%	43%[activator]	-2	8.9µM*	-12%	-6%	u

Only Pin1 inhibitor (two entries from above):
mol | Pin1 inhibitor
CC(=O)NC(C)C(=O)OCc1ccc(Cl)cc1Cl (stereo unspecified) | 2%
Cc1ccccc1NC(=S)NCc1ccccc1 | 4%

More records:
SMILES	BAZ2B block	HP1b chromo inh	ERG-DNA inh	GLS inh	PI4K2A block	G9a block	Pin1 inhibitor	Tb PGK inh	JMJD2A Tudor inh
O=C(C/C=N/OCc1ccccc1F)c1cnc(-c2ccc(Cl)cc2)s1	-4%	68%[activator]	-14%	-2%	8	76%[activator][59 µM]	25%	-10%	19%
CC12CCC(C(=O)Nc3cc(Cl)ccc3Cl)(C(Br)C1=O)C2(C)C (stereo unspecified)	-1%	88%[activator]	2%	10%	-6	23%[59 µM]	0%	-9%	3%[57.1 µM]
CCCN1C(=S)SC(C)(C)C1/[N+]([O-])=C/c1cccnc1 (stereo unspecified)	-16%	-10%	-7%	-17%	4	-14%	1%	-8%	-18%[11.4 µM]
N#CCCN(C(=O)CN1CCN(S(=O)(=O)c2ccc(Cl)s2)CC1)c1ccc(F)cc1	x	32%	8%	3%	3	x	-4%	0%	-8%
CC(C)(C)c1ccc(C(=O)NC(=S)Nc2nc3c(s2)CCCC3)cc1	-31%	9%	-9%	16%	-5	-1%[59 µM]	-3%	-5%	u
O=C(Nc1ccccc1)Nc1nnc(Cc2ccc(F)cc2)s1	-5%	17%	11%	3%	-3	x	-2%	i	-15%
O=C(Nc1ccccc1)C1=C[C@H](c2csc3ccccc23)C[C@H](OCc2ccc(CO)cc2)O1	-21%	7%	6%	10%	-6	x	u	-9%	-27%
COc1ccc(OC)c(C(=O)NC(CC(N)=O)c2ccc(NCc3ccccn3)c([N+](=O)[O-])c2)c1 (stereo unspecified)	u	39%[activator]	-5%	-1%	0	-2%	-3%	-7%	-19%
Cc1ccc(CNC(=O)C2CCN(S(=O)(=O)N3CC(C)CC(C)C3)CC2)cc1 (stereo unspecified)	-11%	18%	1%	1%	3	-5%	-5%	i	-12%
O=C(c1ccccc1)N1CC(COc2ccccc2)OC(c2cccnc2)O1 (stereo unspecified)	u	-14%	4%	-3%	5	7%[0.501 µM]	-1%	i	-4%[11.4 µM]
CCOC(=O)/C(C#N)=C\c1ccc(N2CCN(C)CC2)cc1	6%	41%[activator]	x	19%	-5	u	24%	x	-2%
CN(c1cccnc1)c1ncnc2[nH]ncc12	-2%	26%	-15%	-4%	-3	-29%	-3%	-2%	15%
CCOc1ccc(NC(=O)c2ccc3c(c2)CCN3S(=O)(=O)c2ccc(Cl)cc2)cc1	-9%	33%	-1%	0%	0	2%[59 µM]	16%	1%	-15%
CCC(=O)N1N=C(c2ccc(NS(C)(=O)=O)cc2)CC1c1ccc(N(C)C)cc1 (stereo unspecified)	x	-15%	14%	28%	1	45µM*	-8%	-1%	u
CC(=O)N1CCN(S(=O)(=O)c2cccc(C(=O)NC3CCCC3)c2)CC1	-7%	30%	-3%	1%	-4	-9%[2.33 µM]	-1%	-7%	-10%
CC(C)C(=O)Nc1nnc(SCC(=O)NCc2cccs2)s1	49%[activator]	34%[activator]	-2%	3%	1	u	-2%	-2%	-6%
O=C(NCCc1ccccc1)C1CCN(C(=O)c2ccc([N+](=O)[O-])cc2)CC1	-18%	34%	0%	12%	2	-4%	-4%	-1%	-8%
CCSc1nc2ccccc2n1CCOc1ccccc1	95%[activator]	104%[activator]	8%	0%	3	1%[59 µM]	-1%	2%	49%[activator]
O=C(OCC(=O)c1cccs1)c1ccc(NC(=O)c2ccco2)cc1	-30%	10%	-9%	5%	4	u	4%	-1%	-19%
COc1ccccc1C(=O)NC(=S)/C=C1/N(C)c2ccccc2C1(C)C	11µM*	-85%	3%	26%	-7	10µM*	9%	-10%	16µM*
Cc1ccc(S(=O)(=O)N(C)C)cc1NC(=O)COC(=O)COc1ccc2c(c1)CCC2	-4%	21%	8%	0%	-1	u	5%	-3%	-16%
COC(=O)C1=C(C)N=C2SC(C#N)=C(N)N2C1c1ccc(OC)cc1 (stereo unspecified)	3%	16%	-2%	16%	1	-1%[12.7 µM]	0%	5%	-13%
CCC(C)NC(=O)c1ccc2c(c1)N(Cc1ccccc1)C(=O)c1ccccc1S2(=O)=O (stereo unspecified)	-4%	31%	-1%	-4%	-4	1%[59 µM]	6%	x	-14%
